NCI-60 one-dose screen, 48 h, at 10 µM unless noted. Numbers give growth in % (100 = growth as untreated, 0 = no growth, -100 = all killed).
M14 – M14 melanoma. actives 6.2% (n = 80,000)
A549/ATCC – A549/ATCC NSCLC. actives 3.7% (n = 81,000)
RPMI-8226 – RPMI-8226 leukemia cells | actives 7.5% (n = 77,000) | AID 1794781
HOP-62 – HOP-62 NSCLC; actives 3.9% (n = 80,000)
CCRF-CEM – CCRF-CEM leukemia; actives 7% (n = 77,000); AID 1794778
EKVX – EKVX NSCLC | actives 3% (n = 71,000)
UACC-62 – UACC-62 melanoma. actives 5.4% (n = 81,000). AID 1794756
HOP-92 – HOP-92 NSCLC cells; AID 1794738; actives 6.3% (n = 71,000)
The depositor's hits bear a star; · = no result given; & = joins results of further samples. How the source made its calls: active means growth percent below 10; inactive means the rest.

SMILES	M14	A549/ATCC	RPMI-8226	HOP-62	CCRF-CEM	EKVX	UACC-62	HOP-92
C=C1C(=O)O[C@H]2[C@H]1CC/C(COC(=O)NCc1ccc(Cn3c(=O)sn(CCCl)c3=O)cc1)=C\CC[C@@]1(C)O[C@@H]21	29	86	2.4*	75	-3.7*	84	69	·
COc1ccc(-c2nc(N/N=C/c3ccc(O)c(OC)c3)nc(N3CCOCC3)c2C#N)cc1	114	100	78	95	80	104	112	76
CC1(C)CC(=O)c2c(nn(-c3ccc(Br)cc3)c2-c2cn(-c3ccccc3)nc2-c2ccc([N+](=O)[O-])cc2)C1	87	76	82	90	90	92	64	94
N=C(c1ccccc1)N(Cc1ccccc1)Cc1ccccc1	78	90	94	97	·	·	87	·
O=C(Cc1ccc(/C=C/C(=O)c2ncc[nH]2)cc1)Nc1ccc(Br)cc1	31	39	-13*	4.0*	6.6*	39	31	77
COC(=O)[C@@H]1[C@@H]2CC(Br)[C@@H](C2)[C@@H]1C(=O)OC (some centres not stated)	·	102	106	100	103	117	98	121
Cc1cc(S(N)(=O)=O)ccc1Cl	102	·	96	·	93	104	94	·
O=C(CCN1C(=O)CCC1=O)Nc1ncc(Cc2ccccc2)s1	108	104	100	96	100	108	98	94
NCc1ccc(S(=O)(=O)Nc2ccccc2)cc1	99	80	101	81	97	98	98	94
COc1cc(OC)c(S(=O)(=O)NNC(=O)c2ccncc2)cc1C1=NN(C(C)=O)C(c2ccc(Cl)cc2)C1 (configuration not stated)	107	111	105	101	101	100	99	88
Cn1cc(-c2nc(-c3ccc4ccccc4c3)cs2)c2ccccc21	97	82	98	94	91	87	88	94
Nc1nc(=S)c2ncn(C3CCCCC3)c2[nH]1	105	100	86	99	86	109	94	·
NS(=O)(=O)c1ccc(N2C(=O)c3ccc(C(=O)O)cc3C2=O)cc1	97	99	102	96	100	100	99	94
O=C1Nc2ccccc2C2c3[nH]c4ccc(Cl)cc4c3CCN12 (configuration not stated)	89	58	49	56	·	68	58	14
CC(C)(N)COC(=O)c1ccccc1	105	95	104	96	99	97	103	93
CC1=NCC(C)c2ccccc21 (configuration not stated)	108	104	103	114	100	·	106	90
FC(F)(F)c1cc(Br)cc(-c2cc(-c3ccc4c(c3)OCCO4)[nH]n2)c1	20	22	23	52	15	52	40	32
O/N=C(/CN1CCN(c2ccccc2)CC1)c1ccc(Cl)cc1	105	86	107	102	·	104	109	101
NS(=O)(=O)Oc1ccc(-c2sc3cc(O)ccc3c2C(=O)c2ccc(OCCN3CCCCC3)cc2)cc1	-17*	33	·	67	26	72	-47*	60
NS(=O)(=O)Oc1ccc2nc(Nc3ccc(F)c(F)c3)ccc2c1	88	80	87	99	68	93	86	115

An excerpt from above in order of length of the SMILES, largest number first:
SMILES	M14	A549/ATCC	RPMI-8226	HOP-62	CCRF-CEM	EKVX	UACC-62	HOP-92
COc1ccc(-c2nc(N/N=C/c3ccc(O)c(OC)c3)nc(N3CCOCC3)c2C#N)cc1	114	100	78	95	80	104	112	76
O=C(Cc1ccc(/C=C/C(=O)c2ncc[nH]2)cc1)Nc1ccc(Br)cc1	31	39	-13*	4.0*	6.6*	39	31	77
O/N=C(/CN1CCN(c2ccccc2)CC1)c1ccc(Cl)cc1	105	86	107	102	·	104	109	101

One compound at a time, as listed above:
`CC1(C)CC(=O)c2c(nn(-c3ccc(Br)cc3)c2-c2cn(-c3ccccc3)nc2-c2ccc([N+](=O)[O-])cc2)C1` across the screens: M14: 87; A549/ATCC: 76; RPMI-8226: 82; HOP-62: 90; CCRF-CEM: 90; EKVX: 92; UACC-62: 64; HOP-92: 94
`O=C(Cc1ccc(/C=C/C(=O)c2ncc[nH]2)cc1)Nc1ccc(Br)cc1` across the screens: M14: 31; A549/ATCC: 39; RPMI-8226: -13*; HOP-62: 4.0*; CCRF-CEM: 6.6*; EKVX: 39; UACC-62: 31; HOP-92: 77

Another view of some results above:
FC(F)(F)c1cc(Br)cc(-c2cc(-c3ccc4c(c3)OCCO4)[nH]n2)c1
- M14: 20
- A549/ATCC: 22
- RPMI-8226: 23
- HOP-62: 52
- CCRF-CEM: 15
- EKVX: 52
- UACC-62: 40
- HOP-92: 32
O/N=C(/CN1CCN(c2ccccc2)CC1)c1ccc(Cl)cc1
- M14: 105
- A549/ATCC: 86
- RPMI-8226: 107
- HOP-62: 102
- CCRF-CEM: ·
- EKVX: 104
- UACC-62: 109
- HOP-92: 101
NS(=O)(=O)Oc1ccc(-c2sc3cc(O)ccc3c2C(=O)c2ccc(OCCN3CCCCC3)cc2)cc1
- M14: -17*
- A549/ATCC: 33
- RPMI-8226: ·
- HOP-62: 67
- CCRF-CEM: 26
- EKVX: 72
- UACC-62: -47*
- HOP-92: 60

The list continues.
SMILES	M14	A549/ATCC	RPMI-8226	HOP-62	CCRF-CEM	EKVX	UACC-62	HOP-92
Brc1cncc(Br)c1	101	105	143	96	126	106	106	·
Cc1ccc(C2CC(c3ccc(NC(=O)Nc4ccccc4)cc3)=NN2c2ccc(S(C)(=O)=O)cc2)cc1 (configuration not stated)	-45*	4.9*	-0.5*	-40*	9.5*	-2.7*	-80*	-50*
COc1ccc2c(c1)CCCC2=O	115	115	·	92	99	112	103	·
O=C(OCCN1C(=O)C2C3C=CC(C3)C2C1=O)C1C2C=CC(C2)C1C(=O)OCCN1C(=O)C2C3C=CC(C3)C2C1=O (configuration not stated)	106	111	106	108	100	111	104	102
COc1c(/C(C)=N/N=c2sc(C(C)=O)nn2-c2ccccc2)c(Oc2ccccc2)c(OC)c2occc12	78&110	70&106	79&113	94&97	87&109	88&97	66&100	85&93
Cc1nc(N)sc1C(=O)/C=C/c1ccc(F)cc1	92	71	67	104	64	·	82	59
Cc1cccc(NC(N)=O)c1	111	97	113	104	124	94	88	97
O=Nc1c(O)ccc2cc(S(=O)(=O)O)ccc12	93	95	99	99	118	103	98	·
CN(C)Cc1ccccc1C(=O)C(c1ccccc1)c1ccccc1	111	88	100	111	97	109	105	70
NCCCC(N)(C(=O)O)C(F)F (configuration not stated)	82	104	153	139	160	116	115	·
CC(=O)OC[C@]12CC[C@@H](C(C)=O)[C@@H]1[C@H]1CC[C@@H]3[C@@]4(C)CCCNC(C)(C)[C@@H]4CC[C@@]3(C)[C@]1(C)CC2	97	72	80	92	80	97	84	73
CC(=O)Nc1nc(Cl)c2[nH]cnc2n1	100	91	110	94	115	116	92	97
c1ccc(-c2cc3c(ncn4nc(-c5cccnc5)nc34)o2)cc1	97	98	118	94	116	95	91	97
Nc1cccc2c(=S)c3ccccc3[nH]c12	102	108	·	83	100	94	88	98
COc1ccc(C2CCCCC2O)cc1 (configuration not stated)	95	100	119	103	119	87	94	63
Cc1cccc(N=C2NC(=O)CS2)c1C	105	98	108	102	111	102	97	103
CC1CC(NC(=S)S)CC(C)(C)C1 (configuration not stated)	96	89	53	108	63	86	94	68
CC(=O)c1ccc(Nc2nc(SCC(=O)Nc3nc4ccc(C)cc4s3)nc(-c3ccccc3)c2C#N)cc1	85	60	81	51	112	80	76	51
NC(CSSCC(N)C(=O)O)C(=O)O (configuration not stated)	2.4*	37	54	16	-10*	22	-19*	17
COc1ccc(-c2cc3c(OC)c4c(c(OC)c3oc2=O)OCO4)cc1	104	87	81	109	97	·	94	95
CN(C)c1ncnc2c1ccn2C1OC(CO)C(O)C1O (configuration not stated)	59	61	84	51	11	60	93	-6.8*
CC(=O)Oc1cc(C(=O)O)cc(OC(C)=O)c1OC(C)=O	99&105	90&103	102&97	99&89	104&101	105&84	103&94	107&99
Cc1cccc(C)c1Nc1nnc(-c2ccc(F)cc2)o1	97	104	109	107	100	104	103	95
O=C(NO)/C(CC(=O)c1ccccc1O)=N\O	97	112	103	98	100	98	92	107
N#Cc1c(NCc2cccc(Br)c2)sc2c1CCCC2	112	91	97	126	99	99	71	104
Cc1nn(-c2nc(-c3cc4ccccc4oc3=O)cs2)c(C)c1N=Nc1ccccc1	110	114	101	102	105	100	87	80
COc1ccc2nc3cc(Cl)ccc3c(Nc3cc(CN4CCCC4)c(O)c(CN4CCCC4)c3)c2n1	-83*	9.5*	-3.6*	·	2.8*	8.7*	-23*	-16*
Nc1nc(Nc2ccc(F)cc2)nn1C(=O)c1cc(Cl)ccc1Cl	87	75	97	85	60	100	61	75
N#Cc1cn(-c2ccc(Cl)cc2Cl)c(C(=O)c2ccccc2)c1N	98	92	105	100	101	97	89	92
N#Cc1c(N2CCNCC2)nc2sc3cc(Cl)c(Cl)cc3n2c1=N	106	108	80	99	·	99	83	94
CCCN(CCC)OS(=O)c1ccc(C(=O)SCC)cc1 (configuration not stated)	103	77	94	89	91	95	100	89
CC1CC(=O)N(Cl)C(=O)N1Cl (configuration not stated)	97	89	101	90	108	105	102	118
CS(=O)(=O)c1ccc(-c2cc(-c3nnc(SCC(=O)Nc4ccc(Cl)cc4)n3-c3ccccc3)c3ccccc3n2)cc1	102	88	74	99	81	86	78	89
O=C(NCc1ccco1)Nc1cc(Cl)ccc1Cl	101	91	86	100	94	100	91	87
Clc1ccc2c(NCCNCc3cccs3)ccnc2c1	86	85	66	76	87	82	109	66
CC1(C)CCc2cc(-c3ccn(S(=O)(=O)c4ccccc4Cl)n3)ccc2O1	79	81	71	97	60	67	81	49
O=C1Nc2ccccc2/C1=C/c1cn(Cc2c3ccccc3cc3ccccc23)c2ccccc12	103	99	90	107	90	88	91	96
CC(O)(c1ccccc1)c1ccc2ccccc2n1 (configuration not stated)	104	97	90	100	98	94	94	61
CCC(/C=N/NC(=O)c1ccc([N+](=O)[O-])cc1)CC	103	104	103	96	99	97	·	87
CCCCCCCCc1ccc(C(=O)Nc2cccc(O)c2)cc1	76	90	35	101	0.7*	66	69	-4.4*
COc1cc2c(cc1O)CCN1C[C@@H](CC(C)C)[C@@H](O)C[C@@H]21	100	107	93	93	107	95	93	64
CCCC(=O)c1ccco1	103	97	90	116	96	102	90	·
COc1ccc(/C(C)=N/NC(=O)CSc2nc3ccccc3c(=O)n2Cc2ccc(S(N)(=O)=O)cc2)c(OC)c1	104	102	116	100	104	90	97	112
C=C(C)[C@@H]1CC[C@]2(C(=O)N3CCN(C)CC3)CC[C@]3(C)[C@H](CC[C@@H]4[C@@]5(C)CC(=C/c6ccncc6)/C(=N/O)C(C)(C)[C@@H]5CC[C@]43C)[C@@H]12	95	74	47	97	58	85	79	57
COC(=O)Nc1nnc(COc2ccc(C3CCCCC3)cc2)s1	71	94	·	91	85	·	61	76
COc1cc(/C=C2\C(=O)N(c3cccc(Cl)c3)N=C2C)cc(OC)c1O	108	100	59	103	78	100	83	100
CC(=O)Nc1nccs1	112	99	102	96	96	92	93	89
CCC1=C(c2cc(Cl)c3ccccc3c2OCC(=O)O)OC(CC)(C(=O)c2cc(Cl)c3ccccc3c2OCC(=O)O)CC1 (configuration not stated)	110	99	100	111	97	101	102	102

2 entries from above, bar-delimited.
SMILES | M14 | A549/ATCC | RPMI-8226 | HOP-62 | CCRF-CEM | EKVX | UACC-62 | HOP-92
Nc1nc(Nc2ccc(F)cc2)nn1C(=O)c1cc(Cl)ccc1Cl | 87 | 75 | 97 | 85 | 60 | 100 | 61 | 75
N#Cc1c(NCc2cccc(Br)c2)sc2c1CCCC2 | 112 | 91 | 97 | 126 | 99 | 99 | 71 | 104
